POLK inh – blocks human DNA polymerase kappa activity; Q9UBT6; purified Pol kappa, fluorescent DNA synthesis assay, 10 min; Potency, µM (highest dose often 107 µM), without a hit: top-dose activity, negative = inhibition, most hits filed as inhibitors; 400,000 compounds, 0.53% hits; AID 588579; also: potency is read from the fitted curve at half-maximal effect; % is scaled to controls: 0 for no effect and ±100 for the full control effect
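Here, compound and 10 nM enzyme are combined for 15 min at room temperature; adding 50 nM substrate (final) starts DNA synthesis, tracked by fluorescence at 0 and 10 min against buffer-only wells.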
PGK inhibitor – inhibitors of T. brucei phosphoglycerate kinase | PGK/GAPDH coupled, Kinase-Glo luminescence, 60 min | Potency, µM (highest dose often 57.5 µM), for inactives: top-dose activity change, negative = inhibition, actives largely listed as inhibitors | 380,000 compounds, 0.043% hits | AID 602233; also: potency is read from the fitted curve at half-maximal effect; % is scaled to controls: 0 for no effect and ±100 for the full control effect; nearly all actives have a fitted effect of over 60% in size
Target sequence (P07378 whole entry, looked up): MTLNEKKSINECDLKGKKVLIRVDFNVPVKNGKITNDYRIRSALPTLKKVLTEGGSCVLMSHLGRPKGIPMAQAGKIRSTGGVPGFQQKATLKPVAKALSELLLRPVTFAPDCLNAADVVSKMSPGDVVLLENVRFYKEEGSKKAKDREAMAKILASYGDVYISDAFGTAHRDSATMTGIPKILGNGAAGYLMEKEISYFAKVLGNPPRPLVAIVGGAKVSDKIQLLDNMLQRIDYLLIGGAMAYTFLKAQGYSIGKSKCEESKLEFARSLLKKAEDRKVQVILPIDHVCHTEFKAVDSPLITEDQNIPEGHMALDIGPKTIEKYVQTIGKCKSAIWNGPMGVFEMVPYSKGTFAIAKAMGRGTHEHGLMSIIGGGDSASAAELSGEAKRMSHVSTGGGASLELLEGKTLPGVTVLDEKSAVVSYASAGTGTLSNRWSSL
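Recombinant glycosomal PGK reaction used 1,3-bisphosphoglycerate generated in-well by GAPDH (100nM final) in 100mM TEA pH 7.6, 5mM MgCl2, 0.01% Tween-20. After 60 minutes at room temperature, ATP was read by Kinase-Glo Plus luminescence end-point.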
APE1 inh – inhibitors of human APE1 endonuclease | 350,000 compounds, 0.35% hits | AID 2517 | recombinant APE1, TAMRA/BHQ-2 abasic DNA cleavage fluorescence | Potency, µM (doses to about 65.8 µM), without a hit: at the highest dose activity change, negative = inhibition, most hits filed as inhibitors;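 also: potency is read from the fitted curve at half-maximal effect; plate controls were vehicle for no effect and reference inhibitor for full effect; nearly all actives have a fitted effect of over 55% in size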
Target sequence (P27695 whole entry, looked up): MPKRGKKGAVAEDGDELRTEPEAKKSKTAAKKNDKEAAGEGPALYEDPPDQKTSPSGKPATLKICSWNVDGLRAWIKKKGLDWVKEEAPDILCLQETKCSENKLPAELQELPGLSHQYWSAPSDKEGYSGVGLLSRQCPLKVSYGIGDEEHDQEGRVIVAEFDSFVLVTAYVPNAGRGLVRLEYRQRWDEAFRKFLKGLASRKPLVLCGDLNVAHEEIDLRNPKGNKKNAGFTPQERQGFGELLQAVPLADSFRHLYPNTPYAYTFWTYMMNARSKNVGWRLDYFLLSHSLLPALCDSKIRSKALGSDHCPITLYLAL
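Measures dequenching upon AP-site incision of a 5'-TAMRA/3'-BHQ-2 THF-containing duplex, 50 nM; human APE1 0.75 nM after 15 min room-temperature exposure to compound; kinetic three-point read at one-minute spacing.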
Pol iota inh – blocks human DNA polymerase iota activity; 390,000 compounds, 1% hits; Pol iota fluorescent replication assay, 10 min; Potency, µM (series often up to 115 µM), for inactives: at the top dose activity, negative = inhibition, hits mostly inhibitors; AID 588590; also: potency is read from the fitted curve at half-maximal effect
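Fluorescent replication assay read twice, at 0 min and 10 min after adding 50 nM (final) substrate. Enzyme (10 nM) and compounds were first incubated 15 min at room temperature; enzyme-free buffer wells were negative controls.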
POLB inh – blocks human DNA polymerase beta activity | Potency, µM (top dose mostly 114 µM), without a hit: at the highest dose activity change, negative = inhibition, actives largely listed as inhibitors | AID 485314 | Pol beta primer extension/strand displacement, fluorescence kinetic | P06746 | 340,000 compounds, 1.3% hits; also: potency is read from the fitted curve at half-maximal effect; % is scaled to controls: 0 for no effect and ±100 for the full control effect
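Enzyme-only controls used 10 nM Pol beta; buffer lacking enzyme served as negative control. Compound preincubated 15 min, then 50 nM substrate added; 0 and 10 min reads at room temperature.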
BLM inh – blocks DNA unwinding by human BLM helicase; 350,000 compounds, 0.2% hits; Potency, µM (doses to about 56.1 µM), inactives show at the highest dose activity change, negative = inhibition, hits mostly inhibitors; P54132; AID 2528; recombinant BLM DNA unwinding, fluorescence dequenching;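 also: potency is read from the fitted curve at half-maximal effect; plate controls were vehicle for no effect and no enzyme for full effect; nearly all actives have a fitted effect of over 35% in size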
Pol eta inh – inhibitors of human DNA polymerase eta; AID 588591; recombinant Pol eta, fluorescent DNA replication assay; 390,000 compounds, 1.2% hits; Q9Y253; Potency, µM (doses to about 114 µM), inactives show at the highest dose activity change, negative = inhibition, most hits filed as inhibitors; also: potency is read from the fitted curve at half-maximal effect; % is scaled to controls: 0 for no effect and ±100 for the full control effect
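Fluorescent replication assay: 50 nM final substrate added after a 15 min room-temperature compound preincubation with 10 nM enzyme. Signal taken at 0 min and again at 10 min.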
Apoferritin bind – binds horse apoferritin like a general anesthetic | Potency, µM (doses to about 77.5 µM), for inactives: at the top dose activity change, negative = displacement, most hits filed as inhibitors | apoferritin/1-aminoanthracene competitive binding, fluorescence | 350,000 compounds, 0.074% hits | AID 485281; also: potency is read from the fitted curve at half-maximal effect; % is scaled to controls: 0 for no effect and ±100 for the full control effect; nearly all actives have a fitted effect of over 20% in size
Target sequence (P02791 2-175 limits assumed): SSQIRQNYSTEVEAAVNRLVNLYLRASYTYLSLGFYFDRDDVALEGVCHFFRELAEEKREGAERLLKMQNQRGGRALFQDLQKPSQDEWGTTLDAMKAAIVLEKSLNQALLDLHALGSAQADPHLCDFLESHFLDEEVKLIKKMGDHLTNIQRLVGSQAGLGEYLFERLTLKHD
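Read-out: endpoint 1-AMA fluorescence, excitation 380 nm and emission 535 nm, after compounds sit 10 min at room temperature with 10 uM horse-spleen apoferritin in 50% saturated 1-AMA/PBS. Values come from four-parameter Hill fits.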
RXFP1 antagonist – antagonists of human relaxin receptor RXFP1 | activity change, negative = inhibition, % at 57.5 µM | 350,000 compounds, 0.59% hits | AID 1259400 | HEK293-RXFP1, relaxin-stimulated cAMP HTRF, 30 min; active compounds read low | Q9HBX9;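 active = activity change of -60% or lower, but not beyond a set lower limit; inconclusive = change between -60% and -40%, or beyond the set limit; inactive = change above -40%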; also: % is scaled to controls: 0 for no effect and ±100 for the full control effect
The depositor's hits bear a star; i = inactive; ? = inconclusive; . = not tested or not shown; & = joins results of further samples; [ ] = remark or other dose. Unless noted, calls follow the shape of the dose curve; as a rule, active = well fitted curve in the direction sought with a large enough effect; inconclusive = small, poorly fitted or top-dose-only effect, or another doubt; inactive = no such curve, though single readings can be large; an effect the other way counts as inactive or inconclusive. The list is partial (hit frequency here may not be typical).

The line under a structure holds: POLK inh, PGK inhibitor, APE1 inh, Pol iota inh, POLB inh, BLM inh, Pol eta inh, Apoferritin bind, RXFP1 antagonist
> Cc1nc(N2CCCC2)c2c(C(=O)N3CCN(c4ccc(F)cc4)CC3)c(C)oc2n1
  -3%, -2%, ., ?, 0%, 1%, -5%, -11%, -3
> COc1cc(/C=C/C(=O)O)cc(S(=O)(=O)Nc2ccc3cn[nH]c3c2)c1OC
  1%, i, 0%, -10%, ., ., -12%, ., -12
> COc1cccc(C(O)c2cnc(C(C)C)n2C)c1OC (stereo not given)
  -4%, ., 3%, 15%, 22%, -2%, -4%, ?, 18
> Cc1ccc(S(=O)(=O)NNC(=O)C2CCCCC2)cc1
  5%, i, 5%, -16%, 52%, -1%, -11%, -6%, -7
> COCCCn1c(=S)[nH]c2sc3c(c2c1=O)CCCC3
  6%, -9%, 45%, 2%, -21%, -3%, -1%, 4%, 1
> O=C(C=Cc1ccccc1)c1cccs1
  -8%, -4%, ., ?, ., ., ?, ., -6
> CCOC(=O)c1ccccc1NC(=O)c1cccc([N+](=O)[O-])c1
  4%, -9%, 27%, -3%, 31%, -2%, -13%, -8%, -8
> CCC(C(=O)N1CCN(c2cc(C)ccc2C)CC1)n1nc(C)n2c(cc3occc32)c1=O (stereo not given)
  -8%, -4%, ., 4%, -19%, -6%, -19%, -5%, .
> CCOC(=O)c1c(S(=O)(=O)Nc2ccc(F)cc2C)c(C)n(C)c1C
  -12%, 7%, -24%, 30%[activator], ?, -1%, -10%, -7%, 8
> O=C(NC1=C(NC2CCS(=O)(=O)C2)C(=O)c2ccccc2C1=O)c1ccccc1 (stereo not given)
  -4%, -9%, -4%, 35µM*, ?, ?, 79µM*, -17%, -2
> Cn1c(SCC(=O)NCC2CCCO2)ncc(C(=O)Nc2ccccc2)c1=O (stereo not given)
  1%, i, -2%, 13%, ., ., -6%, ., -21
> Cc1cc(C)cc(OCCSc2nc3ccc(NC(=O)c4ccc5c(c4)OCO5)cc3s2)c1
  -21%, -7%, ., ?, 17%, -5%, -7%, -11%, .
> COc1ccc(N2CC(C(=O)NCc3cccnc3)CC2=O)cc1 (stereo not given)
  2%, i, -6%, -5%, 1%, 1%, -15%, -3%, -4
> COc1ccc(-c2csc(C3=C(O)CN(CCCN4CCCC4=O)C3=N)n2)cc1OC
  -23%, -3%, -5%, 144%[activator], -26%, -8%, -8%, -14%, -4
> Cc1ccc(-c2nc(C)sc2CC(=O)O)cc1
  12%, i, 1%, -12%, 4%, -4%, -3%, -13%, -12
> O=C(Oc1cccc(C(=S)N2CCOCC2)c1)c1ccc([N+](=O)[O-])cc1[N+](=O)[O-]
  -10%, -6%, -18%, 72%[activator], 2%, -5%, -8%, -11%, 4
> Clc1ccc(Cn2nc(-c3ccccc3)nc2-c2ccccc2)cc1
  -9%, -6%, -3%, 17%, 13%, -9%, -26%, 0%, -8
> COc1ccc(C(=O)COC(=O)c2nc3nccc(C)n3n2)cc1F
  0%, -6%, 3%, ?, ., ., -15%, ., 1
> CC(OC(=O)c1ccc(Cl)nc1)C(=O)NC1(C#N)CCCCC1 (stereo not given)
  -12%, -2%, -10%, 4%, ., ., 2%, ., -13
> C#CCn1c(S(=O)(=O)Cc2ccc(C)cc2)nc(-c2ccccc2)c1-c1ccccc1
  -5%&-9%, -8%, 5%, 12%&6%, 3%, -19%, -11%, 9%, -5
> O=C(CCNS(=O)(=O)c1ccccc1C(F)(F)F)NCCCN1CCOCC1
  -13%, -5%, 23%, 55%[activator], ., ., 8%, ., -8
> O=C(O)c1ccc(N/N=C/c2cccc(F)c2)cc1
  -31%, -12%, ?, -12%, 12%, -4%, ?, 28%, -9
> CN(C)S(=O)(=O)N1CCC(Oc2ccc(C(=O)NCc3cnn(C)c3)cc2)CC1
  3%, i, 1%, 179%[activator], 16%, -7%, -21%, 0%, -7
> Cc1cc(C)n(-c2nc(SCC(=O)N3CCCC3)c3c4c(sc3n2)CCCC4)n1
  0%, -2%, 11%, 10%, 0%, 2%, 11%, -3%, 8
> CNS(=O)(=O)c1cccc(C(=O)OCc2cc(=O)oc3c(C)c(O)ccc23)c1
  -14%, -5%, -44%, ?, 10µM*, -8%, ?, -5%, -8
> COCCN(CCOC)c1nc(-c2ccc([N+](=O)[O-])cc2)nc2ccccc12
  2%, -6%, -7%, -19%, ?, -5%, -18%, -9%, -1
> Cc1ccc(-c2nnc(SCC(=O)NC3CC3)n2N)cc1
  6%, -6%, -4%, 19%, -4%, -2%, 0%, -4%, -7
> COc1ccc(N2CCN(C(=O)C(=O)c3c[nH]c4ccccc34)CC2)cc1
  -2%, -3%, 29%, 9%, 1%, -3%, -3%, -13%, 3
> O=C(COC(=O)CCS(=O)(=O)c1ccc(Cl)cc1)NC1CCCCC1
  -9%, 0%, 15%, 15%, 5%, -7%, -14%, -8%, -1
> Cn1c(CCN2CCCC2)nc2cc(NS(=O)(=O)c3ccc(Cl)cc3)ccc21
  -3%, -5%, 3%, 17%, 0%, 6%, -22%, -11%, 21
> Cc1ccc(-c2nn3c(=O)cc(CN4CCN(C(=O)Nc5cccc(C(F)(F)F)c5)CC4)nc3s2)cc1
  -13%[60.1 µM], -10%, ., 34%[activator], 5%, 1%, -19%, -5%, .
> COc1cccc(/C=C/C(=O)OCC(=O)NCCC2=CCCCC2)c1
  -27%, 5%, 10%, 5%, 5%, -7%, 4%, ?, -12
> NS(=O)(=O)c1ccc(CNC(=S)Nc2ccc(F)c(Cl)c2)cc1
  -5%, -2%, 2%, -5%, 4%, -7%, -25%, -1%, 5
> O=c1c(Cc2ccc(F)cc2)c(O)ccn1CC1CCCO1 (stereo not given)
  -22%, 3%, 3%, 13%, -18%, 0%, -7%, -1%, 0
> Cc1cc(/C=C(\C#N)C(=O)NCCc2c[nH]c3ccccc23)c(C)n1C
  -9%[60.1 µM], 0%, -1%, -18%, 3%, -5%, -10%, 59%[activator], -2
> CC(=O)c1ccc2oc3ccccc3c(=O)c2c1
  7%&9%, 7%, 12%, ?, 29%, 3%, -13%, -9%, .
> CC(CCc1ccccc1)NC(=O)CNC(=O)COc1ccccc1 (stereo not given)
  -10%, -3%, 2%, 197%[activator], 15%, -1%, 7%, -6%, 9
> COc1cc(S(=O)(=O)Nc2cc(C)cc(C)c2)ccc1F
  -24%, -5%, 6%, 2%, 9%, -8%, -20%, ?, 26
> C(=N\Nc1nc2ccccc2s1)/c1cccs1
  0%, ., -5%, -20%, 7%, -7%, -9%, -13%, ?
> N#CCSc1nnc(Cc2cccs2)n1C1CCCCC1
  -12%, 1%, -3%, -6%, 23%, -3%, -2%, -17%, -1
> Cc1cc(C(=O)COC(=O)CNC(=O)c2ccc(Cl)c(Cl)c2)c(C)n1Cc1ccco1
  -17%, -4%, 0%, ?, -17%, -1%, -6%, -23%, -17
> Cc1cccc(NC(=O)Cn2c(=O)n(CCC(C)C)c(=O)c3cccnc32)c1
  -7%, i, ., 36%[activator], -4%, -1%, -14%, 49%[activator], .
> BrC(=C\c1ccccc1)/C=N/N1CCN(Cc2ccccc2)CC1
  -14%, -4%, -3%, -1%, -9%, -3%, -19%, 0%, -4
> O=C(C[C@H]1C/C=C\C[C@@H](Cc2ccc(F)cc2)C(=O)O[C@H](c2ccccc2)CNC1=O)NCCO
  -6%, i, -12%, 0%, ., ., 2%, ., .
> COc1ccc(-c2csc3ncnc(Nc4ccc(OC)c(OC)c4)c23)cc1
  -11%[60.1 µM], i, ., ?, ?, -21%, ?, 49%[activator], -17
> COCCN(C(=O)COC(=O)c1oc2ccc(OC)cc2c1C)c1c(N)n(Cc2ccccc2)c(=O)[nH]c1=O
  -27%, -2%, 1%, -9%, -29%, -9%, -20%, -16%, 2
> CCOC(=O)N1CCC(NC(=O)Cn2cccc2C(=O)c2ccccc2)CC1
  -10%, -6%, 1%, -6%, 44%, -4%, 4%, -8%, 13
> CCCC(=O)NC(=S)Nc1ccc(NC(=O)C(C)C)c(OC)c1
  -10%, ., 3%, -1%, 1%[57.1 µM], 3%, -2%, -1%, 3
> CC1(C)Cc2ccccc2-c2nnc(SCC(=O)N3CCc4ccccc43)n21
  6%, -3%, -3%, 10%, -2%, 2%, 5%, -11%, -14
> COc1c(C)cc(Br)cc1C(=O)Nc1ccc(Cc2ccncc2)cc1
  -5%, 1%, 16%, 19%, 24%, -13%, -12%, -20%, -19

(cont.)
The line under a structure holds: POLK inh, PGK inhibitor, APE1 inh, Pol iota inh, POLB inh, BLM inh, Pol eta inh, Apoferritin bind, RXFP1 antagonist
> Cc1cccc(NC(=O)c2cc(-c3cc(C)cc(C)c3O)n[nH]2)c1
  2%, -4%, -19%, 18%, 18%, -7%, 6%, -7%, -6
> CCCNC(=O)c1nn2cc(Br)cnc2c1Br
  -25%, -4%, -5%, ?, ?, -11%, ?, -10%, 0
> O=[N+]([O-])c1ccc(S(=O)(=O)N2CCN=C2SCc2cccnc2)cc1
  -2%, -10%, 1%, -21%, -17%, -9%, -3%, -4%, 4
> O=C(Cc1ccccc1)Nc1c(C(=O)N2CCCCCC2)cnn1-c1ccccc1
  -10%, -7%, 1%, 13%, 2%, -2%, 0%, 4%, 11
> C/C(CCN1CCCCc2nc(C)c(C)cc21)=N\O[C@@H](C)c1cn([C@H](CO)Cc2ccccc2)nn1
  ., ., ?, ., -7%, -1%[12.4 µM], ., -4%[15.3 µM], .
> C#CCOCCOCCOCCNc1nc(N2CCN(C(=O)C([C@@H](C)CC)n3cc(C(N)CO)nn3)CC2)nc(N2CCN(C(=O)[C@H](CCC(=O)O)n3cc(C(N)[C@H](C)CC)nn3)CC2)n1 (stereo not given in full)
  ., ., 12%, ., 4%, -4%, ., -3%, .
> CCOc1ccccc1N(CC(=O)NC1CCCCC1)S(=O)(=O)c1ccc(C)cc1
  -5%, -4%, 27%, 24%, 2%, -7%, -11%, -22%, -11

Screening data from PubChem BioAssay.
